Screens as filed in PubChem BioAssay.
PI4K2A inh: blocks human PI4K2A kinase activity. Q9BTU6. purified PI4K2A, ADP-Glo luminescence, 1 h; active compounds read low. activity change, negative = inhibition, % at 76.9 µM. 420,000 compounds, 0.13% hits; in the data active means activity change below about -50%; inconclusive means mostly about -30% to -49%;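 further: -100% = wells without enzyme as full effect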
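In this quantitative HTS, ADP production by PI4K2A was quantified luminescently after 1 h at ambient temperature; 100 microM adenosine served as plate-quality control.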
mIDH1 inhibitor: inhibitors of human mutant IDH1 R132H. O75874. IDH1-R132H enzyme, NADPH consumption, diaphorase/resazurin fluorescence. Potency, µM (highest dose often 76.6 µM), for the others: top-dose activity change, negative = inhibition, hits mostly inhibitors. 390,000 compounds, 0.093% hits; further: potency means the concentration at half of the fitted maximal effect; on the % scale 0 is the no-effect control and ±100 the full control effect; nearly all actives have a fitted effect of over 65% in size
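IDH1-R132H (0.5 ug/mL dispensed) in pH 7.5 Tris buffer was preincubated 30 min with compound, then given a substrate mix of 0.016 mM NADPH and 2 mM alpha-KG for 80 min at room temperature; remaining NADPH was read by diaphorase/resazurin fluorescence.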
PGK inhibitor: blocks T. brucei phosphoglycerate kinase; P07378; PGK/GAPDH coupled, Kinase-Glo luminescence, 60 min; Potency, µM (doses to about 57.5 µM), for the others: at the highest dose activity change, negative = inhibition, most hits filed as inhibitors; 380,000 compounds, 0.043% hits; further: potency means the concentration at half of the fitted maximal effect; on the % scale 0 is the no-effect control and ±100 the full control effect; nearly all actives have a fitted effect of over 60% in size
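Luminescent ATP detection (Kinase-Glo Plus) follows a 60-minute room-temperature incubation, with wells lacking PGK as controls. Buffer: 100 mM TEA (pH 7.6), 5 mM MgCl2, 0.01% Tween-20. Coupling enzyme GAPDH (100 nM final) supplies unstable 1,3-BPG in-well.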
TrxR1 inh: rat TrxR1 inhibition | O89049 | recombinant rTrxR1, NADPH fluorescence consumption, selenite substrate | Potency, µM (doses to about 114 µM), for the others: at the top dose activity change, negative = inhibition, usual class: inhibitors | 390,000 compounds, 1% hits | AID 588453; further: potency means the concentration at half of the fitted maximal effect; on the % scale 0 is the no-effect control and ±100 the full control effect; nearly all actives have a fitted effect of over 65% in size
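Rat TrxR1 (90 nM in the dispensed reagent) was pre-reduced with 400 uM NADPH for 5 min at room temperature, then incubated with compound for 15 min. After 400 uM selenite was added, NADPH fluorescence (Ex 340/Em 450 nm) was followed for 8 min.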
TrxR1 substrate: substrates of rat thioredoxin reductase 1; purified TrxR1 substrate turnover, NADPH consumption readout; Potency, µM (titrated, usually from 114 µM), for inactives: at the top dose activity change, negative = substrate turnover; 390,000 compounds, 0.01% hits; further: potency means the concentration at half of the fitted maximal effect; on the % scale 0 is the no-effect control and ±100 the full control effect; nearly all actives have a fitted effect of over 50% in size
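Rat TrxR1, dispensed at 90 nM, was prereduced with 400 uM NADPH (final) for 5 min at ~22 deg C, then incubated with compound 15 min before 400 uM selenite. A first-read NADPH fluorescence drop versus no-compound background flagged substrates.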
Pin1 inh: human Pin1 inhibition; Q13526; Pin1 FP peptide displacement, HiFluor488, 10 min; Potency, µM (series often up to 115 µM), without a hit: at the highest dose activity, negative = inhibition, hits mostly inhibitors; 390,000 compounds, 0.009% hits; AID 504891; active means well fitted inhibition curve with a large enough effect in the polarisation, with a control signal flat, not every such curve was filed as active; inconclusive means small, poorly fitted or top-dose-only effect, or effect the other way, or a change in a side signal; inactive means no such curve, though single readings can be large or run the other way; the % refers to the polarisation; further: potency means the concentration at half of the fitted maximal effect; on the % scale 0 is the no-effect control and ±100 the full control effect
Target sequence (Q13526 whole entry, looked up): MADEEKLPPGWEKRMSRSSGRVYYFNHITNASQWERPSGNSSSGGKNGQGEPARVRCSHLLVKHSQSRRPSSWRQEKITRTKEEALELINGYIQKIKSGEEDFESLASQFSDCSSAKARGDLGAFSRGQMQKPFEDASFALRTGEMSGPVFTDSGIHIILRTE
HP1b binding inh: HP1-beta chromodomain-methylated histone interaction inhibition; AID 540317; Potency, µM (series often up to 114 µM), for inactives: top-dose activity change, negative = inhibition, most hits filed as inhibitors; AlphaScreen HP1-beta / biotin-H3K9me3 peptide binding; 390,000 compounds, 0.56% hits; further: potency means the concentration at half of the fitted maximal effect; nearly all actives have a fitted effect of over 70% in size; inactives centre near 23
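HP1-beta protein (50 nM final) preincubated 30 min at room temperature with biotinylated H3(1-18)K9me3 peptide (50 nM) in PBS pH 7.4, 0.01% Tween-20, then compound added for 30 min. AlphaScreen streptavidin donor/nickel chelate acceptor beads (10 ug/mL final), 30 min dark, luminescence read.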
USP1 inh: blocks the human USP1/UAF1 deubiquitinase complex | O94782 | recombinant USP1/UAF1, Ub-Rhodamine cleavage fluorescence | Potency, µM (highest dose often 57.1 µM), without a hit: at the top dose activity change, negative = inhibition, most hits filed as inhibitors | 390,000 compounds, 0.23% hits | AID 743255; further: potency means the concentration at half of the fitted maximal effect; on the % scale 0 is the no-effect control and ±100 the full control effect; nearly all actives have a fitted effect of over 60% in size; inactives centre near -12
Target sequence (O94782 whole entry, looked up): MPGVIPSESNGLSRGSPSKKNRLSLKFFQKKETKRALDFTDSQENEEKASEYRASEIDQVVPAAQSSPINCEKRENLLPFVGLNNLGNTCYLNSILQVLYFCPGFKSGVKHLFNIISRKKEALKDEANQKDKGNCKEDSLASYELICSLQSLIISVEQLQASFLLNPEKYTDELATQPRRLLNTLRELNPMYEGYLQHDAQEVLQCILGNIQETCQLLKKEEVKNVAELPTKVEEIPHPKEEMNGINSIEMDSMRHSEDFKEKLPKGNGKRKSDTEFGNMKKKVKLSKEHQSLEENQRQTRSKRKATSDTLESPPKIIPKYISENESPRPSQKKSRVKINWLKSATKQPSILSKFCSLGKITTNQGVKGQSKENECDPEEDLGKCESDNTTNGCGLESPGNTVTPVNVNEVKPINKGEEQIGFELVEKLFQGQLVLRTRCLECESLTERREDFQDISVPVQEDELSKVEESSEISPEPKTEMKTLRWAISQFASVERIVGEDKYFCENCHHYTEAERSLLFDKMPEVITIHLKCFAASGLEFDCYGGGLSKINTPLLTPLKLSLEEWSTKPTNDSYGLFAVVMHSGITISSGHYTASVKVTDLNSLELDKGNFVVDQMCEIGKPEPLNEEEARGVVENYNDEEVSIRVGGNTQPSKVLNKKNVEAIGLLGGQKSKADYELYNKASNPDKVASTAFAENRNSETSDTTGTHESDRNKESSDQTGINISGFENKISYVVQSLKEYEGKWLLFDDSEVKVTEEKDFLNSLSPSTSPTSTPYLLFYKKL
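In this screen, compounds sit with the deubiquitinase complex (1nM) for 15 min at room temperature before Ub-Rho is added at 150nM final. Fluorescence rise is then followed for 6 reads every 60 seconds.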
GLS inhibitor: glutaminase GLS (human) inhibition | Potency, µM (series often up to 45.5 µM), without a hit: top-dose activity change, negative = inhibition, actives largely listed as inhibitors | O94925 | 410,000 compounds, 0.21% hits | GLS enzymatic activity, qHTS titration; further: potency means the concentration at half of the fitted maximal effect; on the % scale 0 is the no-effect control and ±100 the full control effect
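Human kidney-isoform GLS in 45 mM KH2PO4 pH 8.2, 0.02% Tween-20, with compound, started with 1mM L-Glutamine (added stock). Glutamate oxidase/HRP/Amplex red coupled fluorescence read at start and after 30 min at RT.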
* = called active by the depositor; i = inactive; u = inconclusive; x = no result given; & = joins results of further samples; [ ] = dose if it differs, or a comment. Unless noted, the call rests on the fitted dose curve; in most records, active means well fitted curve in the direction sought with a large enough effect; inconclusive means small, poorly fitted or top-dose-only effect, or another doubt; inactive means no such curve, though single readings can be large; an effect the other way counts as inactive or inconclusive. The list is partial; the hit share may differ from the screen's.

SMILES | PI4K2A inh | mIDH1 inhibitor | PGK inhibitor | TrxR1 inh | TrxR1 substrate | Pin1 inh | HP1b binding inh | USP1 inh | GLS inhibitor
O=C(CSc1nc2ccc(Cl)cc2o1)NCc1ccc2c(c1)OCO2 | 3.0 | -0.5% | i | 8.0%[57.1 µM] | -4.8% | -1.9% | 17.6% | -3.1% | 0.3%
CN1CCN(CC(=O)N2N=C(c3cccs3)CC2c2ccco2)CC1 (stereo unspecified) | 5.5 | 2.5% | i | -16.5% | -7.5% | -0.8% | 35.2% | -10.0% | 1.8%
COc1ccc(OC)c(NC(=S)NCCN2CCOCC2)c1 | -5.6 | 0.8% | i | -12.4% | -4.9% | -11.1% | 33.8% | -13.8% | 22.9%
Oc1cc(NCCN2CCOCC2)cc2cccnc12 | u | x | 7.7% | 11.2µM* | -0.3% | -29.3% | 22.5% | x | 10.1%
NC(=O)CC(NC(=O)Cc1ccc(Cl)cc1)c1ccc(NCCc2ccccc2F)c([N+](=O)[O-])c1 (stereo unspecified) | -1.4 | 25.4% | -2.5% | 15.8%[57.1 µM] | 7.0%[57.1 µM] | 22.8% | 24.9% | -27.3% | 3.3%
CC1=C(c2ccc(C)c(C)c2)S(=O)(=O)N(Cc2ccc(C(=O)NC(C)c3ccccc3)cc2)C1=O (stereo unspecified) | 0.4 | x | x | 37.4%[activator][57.1 µM] | 48.1%[activator][57.1 µM] | 16.7% | 12.1% | 7.5% | -3.2%
CC1CCN(C(=O)Cn2nnc(-c3ccc([N+](=O)[O-])cc3)n2)CC1 | 4.4 | -2.8% | -4.0% | -3.2% | -6.1% | -0.8% | 11.3% | -21.3% | -0.8%
COc1cccc2c1cc1c(=O)n(CC(=O)N3CCN(c4cccc(C)c4)C(C)C3)nc(C)n12 (stereo unspecified) | 3.5 | 5.9% | i | 8.6% | 23.7% | 1.4% | 79.3%[activator] | -22.0% | 3.8%
CCS(=O)(=O)N1Cc2ccccc2CC1C(=O)Nc1ccc(C)cc1 (stereo unspecified) | -10.4 | 2.9% | -6.0% | -10.2% | -1.0% | 1.5% | 26.0% | -13.1% | x
CCCOc1ccc(/C=N/Nc2cc(N3CCOCC3)ncn2)c(O)c1 | -1.4 | -16.6% | -1.3% | 14.1% | -3.9% | 0.9% | 17.8% | -12.6% | 6.4%
CC(C)COc1ccc(C(=O)Nc2ccc(N3CCOCC3)cc2N2CCOCC2)cc1 | -2.9 | 8.3% | i | -5.2% | -6.6% | -5.2% | 0.4% | -19.7% | 3.9%
O=C(c1ccc(COc2c(F)c(F)c(F)c(F)c2F)o1)N1CCOCC1 | -2.3 | -1.1% | -5.8% | u | 11.9%[57.1 µM] | -1.5% | 22.6% | -0.9% | -0.7%

Continued; it opens with the 2 that closed the last part.
SMILES | PI4K2A inh | mIDH1 inhibitor | PGK inhibitor | TrxR1 inh | TrxR1 substrate | Pin1 inh | HP1b binding inh | USP1 inh | GLS inhibitor
CC(C)COc1ccc(C(=O)Nc2ccc(N3CCOCC3)cc2N2CCOCC2)cc1 | -2.9 | 8.3% | i | -5.2% | -6.6% | -5.2% | 0.4% | -19.7% | 3.9%
O=C(c1ccc(COc2c(F)c(F)c(F)c(F)c2F)o1)N1CCOCC1 | -2.3 | -1.1% | -5.8% | u | 11.9%[57.1 µM] | -1.5% | 22.6% | -0.9% | -0.7%
Cc1ccccc1C1(O)c2ccccc2-c2ccccc21 | 0.0 | 3.2% | -7.2% | x | x | x | x | -24.9% | -9.7%
CCc1ccc(NC(=O)CCS(=O)(=O)c2ccc3c(c2)n(C)c(=O)c(=O)n3C)cc1 | 0.2 | x | x | -30.1% | -4.7% | -14.0% | 36.6% | 44.3%[activator] | 0.5%
COCCN1CCN(C(=O)C2CCC(=O)N(CCc3cccc(F)c3)C2)CC1 (stereo unspecified) | 4.5 | 0.3% | -3.7% | -7.8% | 6.8% | 5.2% | 23.2% | -1.9% | -5.7%
Cc1ccc(NC(=O)CSc2nc(NS(=O)(=O)c3ccccc3)cc(=O)[nH]2)cc1 | u | -5.4% | u | 8.2% | -1.7% | u | -18.0% | -12.0% | 3.5%
COc1ccc(/C=C/C(=O)Nc2ccc(C34CC5CC(CC(O)(C5)C3)C4)cc2)cc1OC | -8.1 | 0.0% | x | 10.3% | -4.4% | 7.3% | 14.3% | -9.3% | 0.9%
Cc1cccc(Nc2c([N+](=O)[O-])ccc3nonc23)c1 | 1.6 | 4.4% | x | 4.4% | -1.7% | -2.6% | 48.4%[activator] | -9.4% | -7.0%
O=C(NC(=S)NNC(=O)c1ccco1)c1ccc(Br)cc1 | -5.9 | -0.5% | 1.1% | 30.6% | -0.5% | 5.4% | 6.3% | -10.7% | 25.5%
C[C@H](C(=O)CC(=O)OC(C)(C)C)[C@H](O)c1ccccc1 | -0.7 | -5.2% | -6.9% | 1.8%&9.7% | 8.1%&-1.2% | 0.2%&-0.3% | 25.6%&28.0% | -8.4% | 5.2%
O=C(c1cccc(Cl)c1)N1CCC2(CC1)NCCc1[nH]cnc12 | 0.3 | -0.5% | 7.4% | 21.9% | -4.7% | 3.4% | 22.5% | -11.3% | 16.1%
CCn1c(C(=O)N2CCC(C(=O)NCCCSC3CCCCC3)CC2)cc2sccc21 | -3.7 | 10.5% | 1.7% | 12.3%[57.1 µM] | 6.3%[57.1 µM] | 0.2% | 3.0% | -7.1% | 3.1%
Cc1ccc(S(=O)(=O)N2CCCC2)cc1C(=O)NCc1ccccc1CN1CCCC1 | 4.3 | 15.2% | -0.7% | 19.8% | -0.8% | 0.3% | 23.4% | -6.1% | 3.2%
Cc1nn(-c2ccccc2)c2sc(C(=O)N(Cc3ccco3)C(C)C(=O)NC(C)(C)C)cc12 (stereo unspecified) | 3.9 | 0.0% | i | 3.4%[57.1 µM] | 3.3%[57.1 µM] | 8.0% | 14.0% | -14.5% | -2.1%
COc1ccccc1CCC(=O)Nc1cc(S(=O)(=O)N2CCCCC2)ccc1N1CCN(C)CC1 | 3.7 | 2.1% | 3.1% | 25.8% | 10.4% | -3.6% | 11.9% | -16.2% | 11.6%
CC(=O)Nc1cccc(NS(=O)(=O)c2cccc3nsnc23)c1 | 2.9 | 2.4% | -8.3% | 21.9%[57.1 µM] | 10.1%[57.1 µM] | -7.5% | 15.2% | -3.0% | 6.7%
CCc1ccc(NC(=O)CSc2nc3c(c(=O)n(C)c(=O)n3C)n2C)cc1 | 0.6 | 2.1% | i | 7.8%[57.1 µM] | 13.3%[57.1 µM] | 3.4% | 42.6%[activator] | -13.6% | -1.9%
O=C(NC1CCCC1)C(c1ccccc1F)N(C(=O)c1ccco1)C1CCCC1 (stereo unspecified) | 3.3 | -2.0% | -2.4% | -8.7% | -7.3% | -18.1% | 16.7% | -4.8% | -1.7%
CN(Cc1ccccn1)C(=O)c1cc(COc2ccc(F)c(F)c2)on1 | 2.0 | -3.0% | -5.0% | x | x | x | x | 3.0% | 1.2%
COc1ccc(/C=C/C(=O)c2c(O)c(OC)c3occc3c2OC)cc1 | 1.9 | -5.5% | -3.0% | u | -16.0% | 1.3% | -19.4% | -7.2% | 3.1%
COc1ccccc1N1CCN(C(=O)C2CCN(S(=O)(=O)c3ccc(C)cc3)CC2)CC1 | 0.0 | 8.0% | 6.4% | 6.8%[57.1 µM] | -1.1% | 0.3% | -4.1% | -12.3% | 0.1%
CN(C)c1ccc(/C=C(\Cl)c2nc3ccccc3s2)cc1 | -7.2 | 4.5% | -16.9% | -31.5% | -17.0% | u | 7.0% | u | -3.1%
CN1OC[C@@H]2CN[C@H](c3ccc(-c4cccc(F)c4)cc3)C[C@@H]21 | -1.5 | -4.0% | 3.0% | x | x | x | x | -8.0% | 1.4%
NS(=O)(=O)c1ccc(CNC(=O)c2ccccn2)cc1 | 5.1 | 4.4% | i | 10.9% | 3.6% | 0.5% | 56.2%[activator] | -15.8% | -2.8%
O=C(CSc1ncc2c(n1)-c1ccccc1N(Cc1ccc(Cl)cc1)S2(=O)=O)c1ccccc1 | -2.3 | 3.4% | -3.5% | 30.9%[57.1 µM] | 8.2%[57.1 µM] | 26.1% | 71.0%[activator] | -33.5% | -9.7%
CCCCN1C(=O)C(CC(=O)NCc2ccco2)CC(C(=O)N(CC)CC)=C1C (stereo unspecified) | 4.7 | 15.6% | i | x | x | x | x | -17.9% | 3.0%
C[C@@H]1CC=C[C@@H]2[C@H]1C(=O)N(Cc1ccccc1)[C@H]2c1ccccc1Br | 3.8 | -1.6% | 1.7% | 17.7% | -4.1% | u | 50.2%[activator] | -10.9% | 4.3%
COc1cccc(CNC(=O)C2CCCCN2S(=O)(=O)c2ccc(F)cc2)c1 (stereo unspecified) | -3.3 | -3.0% | -1.3% | 10.5%[57.1 µM] | 4.2%[57.1 µM] | 5.0% | 8.5% | -24.9% | -21.2%
Cc1ccc(C)c(N2C(=O)CS/C2=N\NC(=O)c2ccccc2Cl)c1 | 2.0 | 5.0% | x | 5.9%[57.1 µM] | 8.3%[57.1 µM] | -9.1% | 25.9% | -8.6% | 0.6%
O=C(Nc1cc2c3c(c1)CC(=O)N3CCC2)c1ccc(Cl)cc1 | 2.3 | 8.1% | i | 4.2% | -4.7% | -4.1% | 13.3% | -14.3% | -13.7%
